# Assay outcomes (PubChem)
# PI5P4K alpha inh: qHTS for Inhibitors of phosphatidylinositol 5-phosphate 4-kinase (PI5P4K); Phosphatidylinositol 5-phosphate 4-kinase type-2 alpha (Homo sapiens), P48426; PI5P4Kalpha enzyme, ADP-Glo luminescence, 60 min; active compounds read low; max response, %; hit rate 1.2% among 330,000; AID 652105, 2013; active means max response of -50% or lower; inconclusive means between -30% and -50%; inactive means -30% or higher; further: value at the top dose of about 77 µM; on the % scale 0 is the no-effect control and ±100 the full control effect
#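 Reactions run in 0.038 M HEPES pH 7.4, 0.28 mM EGTA, 0.1% CHAPS and 5% DMSO, with PI5P4Kalpha, substrate, compound and 5 microM ATP final, one hour at room temperature. Readout is ADP-Glo luminescence.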
# IL-2 act: qHTS of IL-2 Activators. IL-2 activation reporter assay, cell-based qHTS; stimulated with anti-CD3/CD4/CD28 beads; in transgenic mouse T cells. activation, % (series mostly up to about 46 µM). hit rate 0.065% among 360,000; in the data active means activation above about 50%; inconclusive means mostly about 30% to 49%; further: 0% is about no effect
#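 Unstimulated transgenic mouse T cells; 60-min compound exposure; bead-based TCR/CD4/CD28 stimulation; 18 h culture, 37 degrees C; dual fluorescence (EGFP, DsRed) plate cytometry.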
# GLP1R ag: qHTS of GLP-1 Receptor Agonists; Glucagon-like peptide 1 receptor (Homo sapiens), P43220; HEK293 GLP-1R CRE-luciferase, luminescence, 4-6 h; cells express a hypersensitive GLP-1R form; Potency, µM (top dose mostly 45.6 µM), for inactives: top-dose activation, actives largely listed as activators; hit rate 0.007% among 380,000; further: potency means the concentration at half of the fitted maximal effect; % of control where 0% means no effect
# Target sequence (P43220 whole entry, looked up): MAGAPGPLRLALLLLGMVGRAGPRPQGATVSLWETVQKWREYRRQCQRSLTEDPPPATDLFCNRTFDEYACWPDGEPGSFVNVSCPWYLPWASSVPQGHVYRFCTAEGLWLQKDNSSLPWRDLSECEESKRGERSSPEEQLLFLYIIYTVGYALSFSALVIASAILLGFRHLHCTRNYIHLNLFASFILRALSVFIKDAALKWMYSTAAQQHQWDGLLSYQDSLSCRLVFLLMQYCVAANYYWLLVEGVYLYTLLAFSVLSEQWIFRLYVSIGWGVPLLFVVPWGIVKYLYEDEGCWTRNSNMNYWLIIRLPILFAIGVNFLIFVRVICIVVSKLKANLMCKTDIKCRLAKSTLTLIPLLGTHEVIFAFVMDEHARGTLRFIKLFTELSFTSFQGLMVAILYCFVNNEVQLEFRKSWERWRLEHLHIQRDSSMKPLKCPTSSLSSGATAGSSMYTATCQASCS
# EPAC1 antagonist: qHTS for Antagonist of cAMP-regulated guanine nucleotide exchange factor 3 (EPAC1): primary screen; Rap guanine nucleotide exchange factor 3 (Homo sapiens), O95398; EPAC1 GEF assay, Rap1b-BODIPY-GDP exchange fluorescence; Potency, µM (highest dose often 115 µM), for the others: at the top dose activity change, negative = inhibition, actives largely listed as inhibitors; hit rate 0.14% among 360,000; AID 720709, 2013;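 further: potency means the concentration at half of the fitted maximal effect; plate controls were vehicle for no effect and positive control for full effect; nearly all actives have a fitted effect of over 50% in size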
# PTHR1 agonist: qHTS for PTHR1 Agonists: Primary Screen; Parathyroid hormone/parathyroid hormone-related peptide receptor (Homo sapiens), Q03431; HEK293 GP2 PTHR1 cells, GloSensor cAMP luminescence, 1 h; Potency, µM (series often up to 115 µM), for the others: top-dose activation, hits mostly activators; hit rate 0.075% among 410,000; AID 743266, 2014; further: potency means the concentration at half of the fitted maximal effect; nearly all actives have a fitted effect of over 55% in size; some results filed as inactive show a strong effect at the top dose; inactives centre near -15; many of its hits are not listed in these tables
# Target sequence (Q03431 whole entry, looked up): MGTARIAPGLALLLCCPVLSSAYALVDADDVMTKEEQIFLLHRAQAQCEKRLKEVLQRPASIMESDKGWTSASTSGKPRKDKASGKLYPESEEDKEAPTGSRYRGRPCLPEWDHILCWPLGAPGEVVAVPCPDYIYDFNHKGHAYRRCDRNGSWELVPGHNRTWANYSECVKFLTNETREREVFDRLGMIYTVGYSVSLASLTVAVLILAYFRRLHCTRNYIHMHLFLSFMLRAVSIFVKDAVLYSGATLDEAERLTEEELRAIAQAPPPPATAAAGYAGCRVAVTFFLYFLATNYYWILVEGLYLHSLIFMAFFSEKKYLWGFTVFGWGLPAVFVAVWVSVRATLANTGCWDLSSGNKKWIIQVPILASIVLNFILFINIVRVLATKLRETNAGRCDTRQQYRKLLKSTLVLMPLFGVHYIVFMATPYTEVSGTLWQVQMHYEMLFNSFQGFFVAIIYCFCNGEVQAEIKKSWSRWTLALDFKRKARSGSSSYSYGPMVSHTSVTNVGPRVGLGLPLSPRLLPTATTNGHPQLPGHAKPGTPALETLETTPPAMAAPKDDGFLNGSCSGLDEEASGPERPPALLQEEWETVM
#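 HEK-293-derived GP2 cells expressing PTHR1 and a GloSensor cAMP reporter, 3,000/well, plated overnight, given luciferin plus IBMX (each 0.5 mM as added) for 1 h at 37 °C, then compound for 1 h at 37 °C. Luminescence was read after 15 min at room temperature.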
# GLP1R cytotox: qHTS of GLP-1 Receptor Inverse Agonists: Cytotox Screen; HEK293 cAMP-luciferase reporter cells, luminescence, 24 h; Potency, µM (doses to about 38.3 µM), for the others: top-dose activity change, negative = inhibition, hits mostly inhibitors; hit rate 0.13% among 410,000;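 further: loss of luciferase light is scored as toxicity; potency means the concentration at half of the fitted maximal effect; on the % scale 0 is the no-effect control and ±100 the full control effect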
#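 Step one: seed cells (200 cells/uL, DMEM with 10% Nu serum, 1% pen-strep). Step two: 12-hour incubation at 37 deg C. Step three: pin 23 nL compound, incubate 24 hr. Step four: add luciferase reagent, read luminescence 12 min later.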
# GLP-1R inv ag: qHTS of GLP-1 Receptor Inverse Agonists (Inhibition Mode); Glucagon-like peptide 1 receptor (Homo sapiens), P43220; HEK293 GLP-1R CRE-luciferase, luminescence, 24 h; GLP-1R form is constitutively active; Potency, µM (top dose mostly 38.3 µM), for the others: at the top dose activity change, negative = inhibition, actives largely listed as inhibitors; hit rate 1.6% among 410,000; further: potency means the concentration at half of the fitted maximal effect; on the % scale 0 is the no-effect control and ±100 the full control effect; nearly all actives have a fitted effect of over 55% in size
#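 Luminescence readout: a drop in cAMP-driven luciferase signal flags inverse agonism at a constitutively active GLP-1R stably expressed in HEK293. Compound exposure lasted 24 hr at 37 deg C, 5% CO2.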
# PLK1 PBD block: qHTS for Inhibitors of PLK1-PDB (polo-like kinase 1 - polo-box domain): Primary Screen; hit rate 2.8% among 360,000; Serine/threonine-protein kinase PLK1 (Homo sapiens), P53350; AID 720504, 2013; Potency, µM, without a hit: max response, negative = inhibition, usual class: inhibitors; Plk1 PBD binding of FITC phosphopeptide, fluorescence polarization; further: potency means the concentration at half of the fitted maximal effect; series mostly up to about 57 µM; on the % scale 0 is the no-effect control and ±100 the full control effect; nearly all actives have a fitted effect of over 65% in size
# EPAC1 agonist: qHTS for Agonist of cAMP-regulated guanine nucleotide exchange factor 3 (EPAC1): primary screen | EPAC1 agonist qHTS, biochemical assay; response scale: 100% = response to 6.5 mM cAMP | AID 720707, 2013 | hit rate 0.073% among 360,000 | Rap guanine nucleotide exchange factor 3 (Homo sapiens), O95398 | Potency, µM (series often up to 154 µM), without a hit: top-dose activation, actives largely listed as activators; further: potency means the concentration at half of the fitted maximal effect; nearly all actives have a fitted effect of over 60% in size
#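 Nucleotide exchange by EPAC1 (100 nM) on Rap1B–BODIPY-GDP (250 nM) in the presence of 50 uM GDP is tracked fluorescently at 480/540 nm over 30 min. Signals are normalized to a 6.5 mM cAMP control.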
# An asterisk follows results filed as active; i = inactive; ? = inconclusive; / = not tested or not shown; [ ] = another dose, or the depositor's remark. Unless noted, the call rests on the fitted dose curve; in most records, active means well fitted curve in the direction sought with a large enough effect; inconclusive means small, poorly fitted or top-dose-only effect, or another doubt; inactive means no such curve, though single readings can be large; an effect the other way counts as inactive or inconclusive. Not all compounds are listed; rates above refer to the full screens.
# Order of results: PI5P4K alpha inh, IL-2 act, GLP1R ag, EPAC1 antagonist, PTHR1 agonist, GLP1R cytotox, GLP-1R inv ag, PLK1 PBD block, EPAC1 agonist
> CN(CC(=O)Nc1cccc(F)c1)C(=O)C1CCN(S(=O)(=O)c2ccc3c(c2)OCCO3)CC1
  -9, -0.5, -7%, 1%, -12%, -17%, -5%, 2%, -6%
> CCOc1cc(C(=O)O)cc(Cl)c1OC
  4, -0.6, 0%, -13%, -14%[57.5 µM], 7%, 3%, 1%, 1%
> COC(=O)C(Cc1ccccc1)NC(=S)NC(=O)c1ccccc1 (stereo not drawn)
  2, -0.5, -2%, -3%, -4%, -1%, ?, -11%, -5%
> O=[N+]([O-])c1ccccc1S(=O)(=O)Oc1ccccc1/C=N/n1cnnc1
  2, -1.0, 10%, 4%, -5%, -16%, -26%, -8%, -7%
> CC(=O)Nc1ccc(NS(=O)(=O)c2cc(Cl)ccc2Cl)cc1
  -4, -0.7, 8%, -20%, i, -6%, 14%, -17%, 10%
> COCc1cc(C)nc(SCC[N+](C)(C)CC(=O)c2ccccc2)c1C#N
  -5, 1.8, -9%, 7%, i, 16%[0.307 µM], -14%[0.307 µM], -11%, 13%
> O=C(CCl)N1CCCC1c1ccc2c(c1)OCCO2 (stereo not drawn)
  -3, -5.0, -3%, -21%, -21%, -5%, ?, 27µM*, -14%
> O=C(Cc1cccs1)N1CCN=C1SCc1cccc(F)c1
  2, -0.4, -5%, -3%, -30%, -5%, -14%, 1%, 7%
> CCC(C)n1c(-c2cccc(S(=O)(=O)N3CCOCC3)c2)n[nH]c1=S (stereo not drawn)
  -4, -3.1, 2%, 10%, i, -22%, -17%, -1%, -1%
> Cc1cccc(C)c1OCC(=O)NNC(=O)CCNC(=O)c1ccco1
  0, -4.5, -4%, -15%, i, 3%, 9%, -3%, -1%
> COc1ccc(S(=O)(=O)NC(C)C(=O)Nc2cccc(C(C)=O)c2)cc1 (stereo not drawn)
  7, -3.1, -3%, -10%, -10%, -1%, 1%, ?, 2%
> CCn1c(SCC(=O)c2ccc(CNC(C)=O)o2)nnc1-c1cccs1
  /, -0.1, -6%, 9%, i, 1%, 3%, -28%, 2%
> O=C(CSc1ccc(Cl)cc1)Nc1cccc(NC(=O)c2ccco2)c1
  /, 0.4, 0%, -18%, ?, -6%, -3%, 0%, 24%
> Brc1ccc(-c2noc(COc3ccc4c(c3)CCC4)n2)o1
  -2, -0.9, 4%, -5%, -30%[inhibitor], 2%, ?, -5%, 4%
> COc1ccc(C(CNC(=O)C(CC(C)C)NS(=O)(=O)c2ccc(C)cc2)N2CCOCC2)cc1 (stereo not drawn)
  -5, -0.7, -17%, 5%, i, 18%, -6%, -6%, 6%
> CCC1(C)Cc2c(sc3nnn(Cc4ccccc4Cl)c(=O)c23)CO1 (stereo not drawn)
  /, -0.4, 8%, 3%, i, 1%, ?, 1%, 5%
> CC1CCCCN1CCNC(=O)CN1C(=O)COc2ccccc21 (stereo not drawn)
  /, -0.1, -1%, 5%, i, -8%, 1%, -4%, 3%
> Cc1ccnc2ccc(-c3nc4ccccc4o3)cc12
  2, 0.0, -2%, 19%, -7%[57.5 µM], -24%, 1%, 0%, 1%
> COc1ccc(C(=O)N2c3cc4c(cc3C(C)=CC2(C)C)OCO4)cc1
  9, 0.4, -16%, -10%, -13%, 8%, 7.9µM*, -9%, 24%
> Cc1ccc(NC(=O)c2ccc3c(c2)NC(=O)CS3)nc1
  -57*, -4.6, 11%, ?, -16%, -4%, 68%[activator], ?, -13%
> Nc1cc(N)cc(-c2nc3ccccc3[nH]2)c1
  -64*, -0.2, 1%, 3%, -7%[57.5 µM], -24%, 0%, -2%, -4%
> COc1ccc(Cl)cc1NC(=S)NC1CCCC1
  0, 2.3, 1%, -27%, -11%, ?, ?, -6%, -4%
> Cc1ccc(N(C(C)C(=O)Nc2c(C)n(C)n(-c3ccccc3)c2=O)S(C)(=O)=O)cc1C (stereo not drawn)
  0, -0.1, 1%, -1%, -6%, -2%, -2%, -5%, -1%
> CC(CN(C)Cc1ccccc1)OC(=O)c1ccccc1F (stereo not drawn)
  3, 0.5, -2%, 6%, i, -14%, 4%, -8%, -6%
> COc1ccc(C(=O)Nc2nc(C)cc(C)n2)cc1
  -5, -0.2, -1%, 9%, -14%, 2%[7.66 µM], -1%[7.66 µM], 9%, 8%
> COc1ccccc1NC(=O)N(Cc1ccco1)Cc1cc2c(C)ccc(C)c2[nH]c1=O
  -7, 6.5, -11%, -4%, 4%[57.5 µM], 5%, -26%, 0%, -3%
> COc1ccc(NC(=O)CSc2nnc(-c3ccncc3)n2CC2CCCO2)c(OC)c1 (stereo not drawn)
  1, -0.4, -15%, 3%, -20%[57.5 µM], -14%, -17%, -1%, -1%
> Oc1c(C(Nc2nccs2)c2ccc(C(F)(F)F)cc2)ccc2cccnc12 (stereo not drawn)
  -24, 2.7, 20%, ?, 12%, -12%, ?, -14%, 8%
> COc1cccc(NC(=O)N2CCCC2)c1
  2, -1.9, -6%, -18%, i, 2%, 25%, -1%, -14%
> Cc1c(C(=O)NCc2ccc3c(c2)OCO3)oc2ccccc12
  2, -2.5, 11%, -1%, -7%[57.5 µM], 2%, 0%, 4%, 25%
> Cc1cc(NS(=O)(=O)c2ccc(NC(=O)c3cc4c(=O)n5ccccc5nc4s3)cc2)nc(C)n1
  ?, -2.8, -6%, -25%, i, 18%, 4%, -13%, -4%
> CC(=O)Nc1cccc(NC(=O)CSc2n[nH]c(-c3ccccc3)n2)c1
  2, -0.3, -1%, 9%, i, -11%, 3%, 1%, -15%
> Cc1ccc(CNC(=O)CS(=O)Cc2nc(-c3ccccc3Cl)oc2C)cc1 (stereo not drawn)
  4, 0.2, -4%, -13%, -5%, -19%, ?, -1%, -9%
> Cc1cc(C(=O)CSc2nncn2C)c(C)n1-c1ccccc1
  -4, 0.1, 2%, ?, -11%, -10%, ?, -8%, -6%
> Cc1cc(C)c2nc(SCC(=O)NCCN3C(=O)CSC3=O)cc(C)c2c1
  -4, -0.7, 11%, 4%, i, 7%, -23%, -4%, -7%
> O=c1cc(CN2CCN(S(=O)(=O)c3ccccc3[N+](=O)[O-])CC2)nc2sccn12
  2, -1.7, -1%, 3%, -14%, 7%, 47%[activator], -7%, -2%
> O=S(=O)(c1ccc(Cl)cc1)N1CCN(CCc2ccncc2)CC1
  4, 0.3, 10%, -1%, -22%, -6%, ?, -2%, 5%
> O=C(CN(C(=O)CCC(=O)Nc1nccs1)c1ccc(F)c(Cl)c1)NCC1CCCO1 (stereo not drawn)
  -1, -2.7, 6%, 7%, -19%, 2%, -2%, 4%, 3%
> CC(NC(=S)Nc1ccccc1C(F)(F)F)C1CC2CCC1C2 (stereo not drawn)
  -5, 0.3, 5%, -5%, -19%, ?, ?, -14%, -2%
> COc1ccccc1NC(=O)C(=O)NCC(c1ccco1)N1CCc2ccccc21 (stereo not drawn)
  7, -0.3, -8%, -15%, i, 9%, ?, -3%, -49%[inhibitor]
> CCOc1ccc(S(=O)(=O)N2CCN(C(=O)c3cc(C4CC4)nn3-c3ccccc3)CC2)cc1
  -3, 0.5, 0%, -26%, -8%, 9%, ?, -7%, -49%[inhibitor]
> CCOc1ccc(-c2cnc(NCc3cccc(Cl)c3)n2C)cc1
  /, /, 0%, /, -15%, -8%, -9%, /, /
> CCOc1ccc(-n2c(-c3ccc(Br)cc3)c[n+]3c2CCCCC3)cc1
  7, -0.4, -2%, 13%, -15%, -22%, ?, 1%, 5%
> Cc1cccc(/C=N/n2c(C)nnc2C)c1
  0, 0.0, 10%, -5%, -8%, -1%, 2%, -9%, 2%
> CN(c1ccc(C(=O)N2CCN(Cc3ccccc3)CC2)cc1)S(=O)(=O)c1ccc(Cl)cc1
  3, -0.5, 5%, -29%, -42%[inhibitor], -4%, ?, -4%, 2%
> NS(=O)(=O)c1ccc(NC(=O)CN(C(=O)C(F)(F)F)C2CCCC2)cc1
  -11, 0.1, 0%, 4%, -12%, 4%, -14%, -10%, -16%
> CN(C)CCCNC(=O)C[C@H]1C[C@H](C(=O)N2CCOCC2)[C@@]2(C)c3[nH]c4cc(CCC(=O)N(C)C)ccc4c3CCN2C1=O
  0, -0.2, 4%, -12%, 5%, 1%, 5%, -9%, 2%
> Cc1ccccc1OCCC(=O)N(CC(=O)Nc1ccccc1C(F)(F)F)Cc1ccco1
  -2, -2.3, 0%, -25%, -22%, 5%, ?, -4%, -3%
> O=C1NC(=O)c2cc(NC(=O)c3cccc4ccccc34)ccc21
  0, -1.1, 4%, -10%, -38%, 8%, -8%, -5%, -6%
> NNC(=O)c1cc(C23CC4CC(CC(C4)C2)C3)[nH]n1
  0, -1.8, 0%, -7%, i, -1%, 53%[activator], 0%, 3%
> Cc1nc2nc(SCC(=O)C(C)(C)C)[nH]c2cc1Br
  0, 0.1, -5%, 10%, -5%, -8%, -23%, -7%, 0%
> CCC1CCC(NC(=O)Nc2cccc(OC)c2)CC1 (stereo not drawn)
  -10, 3.6, 15%, -12%, -1%, -15%, ?, -5%, -9%
> O=C(N[C@@H](Cc1ccccc1)C(=O)O)c1ccc(C(F)(F)F)cc1
  -13, 1.0, 2%, -19%, i, -68%, 9%, -3%, -10%
> CN(C)S(=O)(=O)c1cccc(NC(=O)CCNC(=O)Nc2ccccc2)c1
  8, 0.2, -2%, 14%, -57%[inhibitor], 5%, -1%, 1%, -5%
